Bioassay records (PubChem)
KCNQ2 inh = KCNQ2 channel blockers in CHO-K1 cells – cell-based, FluxOR thallium flux, B-score, primary screen (AID 2156). 20 min; active compounds read low. B-score at 10 µM. O88943. 310,000 tested, 1.1% active;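 active means fluorescence ratio B-score at most minus 3 library SDs, with starting brightness B-score within 2 library SDs, cut at about -5.5 in these data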
Target sequence (O88943 whole entry, looked up): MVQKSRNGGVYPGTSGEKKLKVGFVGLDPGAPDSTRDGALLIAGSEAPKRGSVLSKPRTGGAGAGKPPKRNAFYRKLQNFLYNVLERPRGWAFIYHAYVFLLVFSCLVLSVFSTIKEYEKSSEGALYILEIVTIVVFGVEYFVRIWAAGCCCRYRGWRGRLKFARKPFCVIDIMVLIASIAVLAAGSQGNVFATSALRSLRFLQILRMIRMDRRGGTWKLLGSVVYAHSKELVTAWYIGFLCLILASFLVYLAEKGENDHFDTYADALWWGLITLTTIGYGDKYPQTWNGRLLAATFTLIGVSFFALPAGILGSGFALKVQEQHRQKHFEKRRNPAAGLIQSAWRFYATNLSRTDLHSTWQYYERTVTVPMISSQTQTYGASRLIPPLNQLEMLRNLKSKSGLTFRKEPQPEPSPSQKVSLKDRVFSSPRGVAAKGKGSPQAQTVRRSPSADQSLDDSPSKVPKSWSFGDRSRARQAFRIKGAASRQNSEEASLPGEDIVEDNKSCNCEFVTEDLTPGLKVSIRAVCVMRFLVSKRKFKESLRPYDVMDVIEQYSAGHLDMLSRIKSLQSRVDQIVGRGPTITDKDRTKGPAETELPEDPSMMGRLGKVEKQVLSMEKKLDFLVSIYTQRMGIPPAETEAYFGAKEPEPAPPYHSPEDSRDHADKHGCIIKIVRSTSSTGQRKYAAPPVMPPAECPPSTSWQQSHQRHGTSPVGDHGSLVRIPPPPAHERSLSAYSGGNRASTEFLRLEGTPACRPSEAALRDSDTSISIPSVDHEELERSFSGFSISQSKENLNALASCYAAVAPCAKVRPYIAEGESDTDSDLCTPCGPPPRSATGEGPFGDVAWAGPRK
Kir21 inh = blocks the mouse Kir2.1 inward-rectifier potassium channel; AID 1672; B-score at 10 µM; HEK293-Kir2.1, FluxOR thallium flux fluorescence; active compounds read low; 310,000 tested, 0.85% active; P35561;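 active means fluorescence ratio B-score at or below minus 3 SD of library scores, with starting-brightness B-score within 2 SD, cut at about -4.2 in these data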;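 further: channel flux triggered by added potassium and thallium sulfate stimulus; B-score of peak minus minimum fluorescence over baseline after thallium stimulus; more negative B-score means stronger Kir2.1 block with less thallium influx; some compounds called inactive have numbers as strong as hits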
Numbers without * were called inactive; i = inactive.

SMILES | KCNQ2 inh | Kir21 inh
Cc1nc2cc(NC(=O)Nc3ccc(N4CCOCC4)cc3)ccc2n1C | i | -0.77
O=C(COc1ccc(C2SCCS2)cc1)Nc1ccc(Cl)cc1 | i | -0.03
Cc1ccsc1C(=O)N1CCCC(CCC(=O)NCc2ccc(F)c(F)c2)C1 (stereo unspecified) | i | 0.02
CCOC(=O)C1=C(N)OC2=C(C(=O)CCC2)C1c1ccccc1OC (stereo unspecified) | i | 0.16
CCOC(=O)N1CCN(Cc2nc3cc(NC(=O)CC(C)C)ccc3n2CC)CC1 | i | 0.64
Cc1ccc(NC(=O)CC(C)N2CCCC2)cc1 (stereo unspecified) | i | 0.2
O=C(c1ccc(C(F)(F)F)cc1)N1CCC(=O)N(C(CO)Cc2ccccc2)CC1 (stereo unspecified) | i | -2.23
O=C(CN1CCN(c2ccccn2)CC1)Nc1ccc(F)c(F)c1 | i | -0.15
Cn1c(/C=C/c2cccc([N+](=O)[O-])c2)c([N+](=O)[O-])c(=O)n(C)c1=O | i | 0.89
Cc1cc(C)cc(NC(=O)CSc2nnc(CN3CCOCC3)n2C)c1 | i | -0.55
O=C(CSc1nnc(-c2ccco2)n1Cc1ccco1)Nc1ccccc1 | i | -0.39
O=C(CN(Cc1ccc(F)cc1)C(=O)c1ccco1)NCc1ccc(F)cc1 | i | -0.2
COc1ccccc1NS(=O)(=O)c1ccc(C)c(NC(=O)NC2CCCCC2)c1 | i | 1.06
COc1cccc(C(=O)NN2CC(O)=C(c3nc4ccccc4n3C)C2=N)c1 | i | 0.37
O=C(Nc1ccc(F)cc1)C(=O)C1C(=O)Nc2ccccc21 (stereo unspecified) | i | -0.05
CC(=O)c1cccc(NS(=O)(=O)c2c(C)noc2C)c1 | i | -0.34
CCN1CCN(CC(=O)Nc2ccc(C)cc2C)C(=O)C1=O | i | 1.15
O=C(COC(=O)/C=C/c1ccco1)NCc1ccco1 | i | -0.27
Brc1ccc(-c2ncc(-c3ccccc3)cn2)cc1 | i | -0.02
Cc1cc(C)c(S(=O)(=O)Nc2cnc3ccccc3c2)c(C)c1 | i | -1.14
O=C(O)/C(=C\c1ccc(Br)cc1)NC(=O)c1cccs1 | i | 1.08
Cn1ncc2c(Nc3cccc(C(=O)O)c3)ncnc21 | i | -0.18
Cn1ccnc1SCC(=O)NC1CCCCC1 | i | 0.03
Cc1ccc(S(=O)(=O)N(C)CC(=O)N2CC(C)OC(C)C2)cc1 (stereo unspecified) | i | -0.71
CCN(CC(=O)NCc1ccc(Cl)cc1)C(=O)CSc1ccccc1 | i | -4.11
NS(=O)(=O)c1ccc(NS(=O)(=O)c2ccc(NC(=S)Nc3ccccc3)cc2)cc1 | i | -1.5
c1ccc2[nH]c(C3CC3)nc2c1 | i | -0.03
COCCn1c(SCC#N)nnc1-c1ccc(OC)cc1 | i | -0.31
CC(NC(=O)c1cccc(S(=O)(=O)N2CCN(C)CC2)c1)C1CC2CCC1C2 (stereo unspecified) | i | 0
CC1CCN(C(=O)CN(Cc2ccc(Cl)cc2)S(C)(=O)=O)CC1 | i | -1.15
Cc1nc2ncnn2c(C)c1CCC(=O)N1CCOCC1 | i | -0.9
CC(C)c1ccc(S(=O)(=O)N2CCN(C(C)C(=O)Nc3ccccc3-c3ccccc3)CC2)cc1 (stereo unspecified) | i | -1.33
O=C(Nc1cc(N2CCCCC2)ncn1)c1ccc(F)cc1 | i | 1.02
Cc1ccc(C)c(S(=O)(=O)NCC(=O)NCc2ccco2)c1 | i | -1.69
Cc1ccc(OC(=O)c2ccncc2)c(C)c1 | i | 0.05
O=c1c2c(-c3ccc([N+](=O)[O-])cc3)ccnc2[nH]n1-c1ccccc1 | i | 0.25
CCCc1nnc(NC(=O)CCC(=O)N2CCN(CCOc3ccc(C)cc3)CC2)s1 | i | -0.81
Cc1ccc(NC(=O)c2ccccc2)cc1-n1cnnn1 | i | 0.03
Cc1ccc(-c2cc(C(=O)NC3CCCCC3)no2)cc1 | i | 0.52
CNC(=O)NC(=O)COC(=O)CCc1nc(=O)c2ccccc2n1C | i | 0.34
Cc1cc2nc(N)sc2cc1[N+](=O)[O-] | i | 1.69
COc1cc2c(cc1NC(=O)CSc1ccc(C)cc1)oc1ccccc12 | i | 0.88
COc1ccc(CC(CC(=O)O)C(=O)Nc2ccc(Cl)c(Cl)c2)cc1 (stereo unspecified) | i | 2.37
CCc1nc(OCCN(CC)CC)c2oc3ccccc3c2n1 | i | -2.31
CCCCN(CC)C(=O)Cn1cnc2sc(C)c(S(=O)(=O)N3CCC(C)CC3)c2c1=O | i | -0.49

Four entries already listed, arranged by SMILES length, smallest number first:
SMILES | KCNQ2 inh | Kir21 inh
Cc1ccc(OC(=O)c2ccncc2)c(C)c1 | i | 0.05
Cc1nc2ncnn2c(C)c1CCC(=O)N1CCOCC1 | i | -0.9
Cc1ccc(C)c(S(=O)(=O)NCC(=O)NCc2ccco2)c1 | i | -1.69
CCCCN(CC)C(=O)Cn1cnc2sc(C)c(S(=O)(=O)N3CCC(C)CC3)c2c1=O | i | -0.49

The listing picks up, starting 2 compounds before the break.
SMILES | KCNQ2 inh | Kir21 inh
CCc1nc(OCCN(CC)CC)c2oc3ccccc3c2n1 | i | -2.31
CCCCN(CC)C(=O)Cn1cnc2sc(C)c(S(=O)(=O)N3CCC(C)CC3)c2c1=O | i | -0.49
COc1ccc(C(=O)NCCS(=O)(=O)N2CCN(C(=O)c3ccco3)CC2)cc1 | i | 0.61
COC(=O)CNC(=O)/C=C/c1cc(Br)ccc1OC | i | -1.1
N#Cc1c(C(F)(F)F)cc(Cc2ccccc2)nc1SCC(=O)NCC(=O)O | i | 0.18
O=C(NC1CCCCC1)C(=O)c1c[nH]c2ccccc12 | i | 0.82
CCN(CC)CCn1c(=N)n(CC(=O)c2ccc(C)cc2)c2ccccc21 | i | 0.26
CC(=O)NN1C(=O)c2ccccc2NC1c1ccoc1 (stereo unspecified) | i | 0.71
CN(C)C(=S)Oc1ccccc1-c1ccccc1OC(=S)N(C)C | i | 1.43
COc1ccc(NC(=O)C(C)N2c3cccc4cccc(c34)S2(=O)=O)cc1 (stereo unspecified) | i | -0.86
O=C(c1cc(-c2cccs2)on1)N1CCCCC1 | i | 0.81
Cc1ccc(S(=O)(=O)N(C)c2ccc(OCC(=O)NC3=NCCS3)cc2)cc1 | i | -0.82
Cc1ccc(-n2nnnc2SC(C)C(=O)Nc2ccccc2-c2ccccc2)cc1 (stereo unspecified) | i | 0.55
C=C(C)C1CCC2(C(=O)O)CCC3(C)C(CCC4C5(C)C(C=O)C(O)C(C)(C)C5CCC43C)C12 (stereo unspecified) | i | -1.64
O=C(Nc1ncc(Cc2ccccc2)s1)C1CCCO1 (stereo unspecified) | i | 1.8
Cc1cc2c(cc1S(=O)(=O)N(C)c1ccccc1)NC(=O)CO2 | i | -0.79
COc1cc(OC)c(OC)cc1CN1CCSCC1 | i | -1.44
Cc1ccc(-c2nc(C=Nc3cccc(C)c3)c(O)o2)cc1 | i | 0.64
CC1=CN2C(=N)/C(=C/c3ccc(Sc4ccc(Cl)cc4)o3)C(=O)N=C2S1 | i | 0.94
CC(SCc1ccccc1)C(=O)Nc1ccc(F)cc1 (stereo unspecified) | i | 0.77
NS(=O)(=O)c1ccc(NC(=O)C2COc3ccccc3O2)cc1 (stereo unspecified) | i | 0
O=C(Nc1ccccc1-c1ccccc1)c1ccccc1[N+](=O)[O-] | i | -0.53
O=C1NC(=O)/C(=C/c2ccccc2Cl)N1 | i | -0.14
CCCCOC(=O)n1c(=O)oc2ccc(S(=O)(=O)N3CCCCC3)cc21 | i | -0.96
O=C(CC(C(=O)O)c1ccc(F)cc1)c1ccc(Cl)cc1 (stereo unspecified) | i | 0.54
COc1ccc(S(=O)(=O)Nc2ccccn2)cc1OC | i | -0.67
CCSCc1nnc(SCC(=O)Nc2cc(F)ccc2C)n1C | i | 0.05
Fc1ccc(COc2cccc(-c3n[nH]c(=S)o3)c2)cc1 | i | 0.02
Cc1ccc(Oc2nc(CN3CCOCC3)nc3sc4c(c23)CCC(C)C4)cc1 (stereo unspecified) | i | 0.74
CCOC(=O)C1=C(CCc2ccccc2)NC(=O)NC1c1ccc(C#N)cc1 (stereo unspecified) | i | -0.9
CN(Cc1ccccc1)S(=O)(=O)c1nnc(NC(=O)c2ccccc2F)s1 | i | 0.73
Cc1[nH]c2ccccc2c1C(=O)CSc1nc2cc(S(=O)(=O)N3CCCCC3)ccc2o1 | i | -2.49
CCc1ccc(NC(=O)CSc2nc3ccccc3c(=O)n2CCCC(=O)NCCCN2CCOCC2)cc1 | i | -1.3
Cc1cc(C(=O)CN2C(=O)NC(CC(C)C)C2=O)c(C)n1-c1ccccc1F (stereo unspecified) | i | 1.34
CC1(C)CC(C)(O)N(Cc2ccccc2)C(=S)N1 (stereo unspecified) | i | 1.53
CC1CCc2sc(C(=O)NNS(=O)(=O)c3ccc(F)c(F)c3F)cc2C1 (stereo unspecified) | i | -0.4
Cc1cc(C)cc(NC(=O)c2oc3ccccc3c2COc2ccccc2)c1 | i | 0.09
CCC(=O)N1CCN(c2ccc(NC(=O)c3ccc(-c4ccccc4)cc3)cc2)CC1 | i | 0.79
C#CCOCCOCCOCCNc1nc(N2CCN(C(=O)[C@H]([C@@H](C)CC)n3cc([C@@H](N)CC(C)C)nn3)CC2)nc(N2CCN(C(=O)[C@H](Cc3cc4ccccc4[nH]3)n3cc([C@@H](N)Cc4ccc(O)cc4)nn3)CC2)n1 | i | 0.22
CCn1nnnc1NCc1ccc(OCc2c(F)cccc2Cl)c(OC)c1 | i | -2.84
COc1ccc(OCCOC(=O)c2ccc(-n3cnnn3)cc2)cc1 | i | 0.91
CCc1ccc(C(=O)C[n+]2cccc3cc(OC)ccc32)cc1 | i | -0.08
CCOC(=O)C1CCN(C(=O)COc2ccc(Cl)cc2)CC1 | i | -1.12
COc1ccc(NC(=O)COc2ccc3c(c2)CCC3)cc1 | i | 0.05
COc1cc(C(=O)NCc2nnc(SCC(=O)N3CCCC3)o2)cc(OC)c1OC | i | -0.74
O=C(NCC1CCCO1)C1CCN(C2CCN(C(=O)CC3CCCC3)CC2)CC1 (stereo unspecified) | i | 0.76
Cc1ccc(S(=O)(=O)CCC(=O)OCC(=O)Nc2ccc(N3CCOCC3)cc2)cc1 | i | 0.95
Cc1ccc(NS(=O)(=O)c2c(C)[nH]c(C)c2C(=O)N2CCCC2)cc1Cl | i | 1.46
COc1ccc(Nc2nc(N)nc(CN3CCC(Cc4ccccc4)CC3)n2)cc1 | i | -4.44*
NC(=O)Nc1ccc(Cl)cc1 | i | -0.21
O=C(CNc1ccc(Cl)cc1)NNC(=S)NCc1ccccc1 | i | -1.9
CCOC(=O)c1sc2nc(C(C)C)c3c(c2c1N)CC(C)(C)OC3 | i | 2.92
COc1ccc(CNC(=O)OCCN2CCN(S(=O)(=O)c3ccc(C)cc3)CCC2=O)cc1 | i | -1
Cc1ccc(/C=N/NC(=S)NC2CCS(=O)(=O)C2)cc1 (stereo unspecified) | i | -0.65
CCN(CC)CCCOC(=O)C(c1ccccc1)c1ccccc1 | i | -1.64
S=C1SCN(Cc2cccnc2)CN1Cc1cccnc1 | i | 0.26
CCCn1nc(C(=O)Nc2nc3ccccc3[nH]2)c2ccccc2c1=O | i | -0.02
COc1ccc([C@@H]2[C@@H]3C(=O)N(C(C)(C)C)C(=O)[C@@H]3[C@]3(Cc4ccccc4)C(=O)N(c4ccc(C(F)(F)F)cc4)C(=O)N23)cc1 | i | -0.11
O=C(NCCOc1ccccc1)c1cncc(Br)c1 | i | 0.02
CNC(=S)NNC(=O)c1ccc2c(c1)OCO2 | i | 0.52
CC(=O)N1CCc2cc(S(=O)(=O)NCCC(=O)N3CCN(c4ccccn4)CC3)ccc21 | i | 1.15
CCOc1ccc(C(CC(=O)O)NC(=O)C2c3ccccc3Oc3ccccc32)cc1 (stereo unspecified) | i | 0.14

(next part)
SMILES | KCNQ2 inh | Kir21 inh
CN(CC(=O)N1CCOCC1)S(=O)(=O)c1ccc2ccccc2c1 | i | 0.08
O=c1[nH]c2ccccc2s1 | i | -0.6
Cc1cc(C)c(S(=O)(=O)N2CCN(C(=O)c3ccc4c(c3)OCO4)CC2)c(C)c1 | i | -0.01
CN(C)c1ncc(CN2CCC(CO)(CCCc3ccccc3)CC2)s1 | i | 1.02
COc1ccccc1/C=N/NC(=O)CCn1cnc2ccccc21 | i | 0.02
COc1cccc(C(=O)NNC(=S)NC2CCCCC2)c1 | i | -1.26
O=C(O)c1cccnc1C(=O)c1ccccc1 | i | 0.35
COCCNC(=O)C(c1ccc(O)cc1)N(Cc1ccccc1)C(=O)CCC(=O)Nc1nccs1 (stereo unspecified) | i | -0.22
CCOc1ccc(N(C(=O)Nc2ccccc2)C2=NCCC2)cc1 | i | 0.84
O=c1c2ccccc2c(/C=N/n2cnnc2)c(O)n1-c1ccccc1 | i | -0.94
CCCOC(=O)c1ccc(NC(=O)c2cnccn2)cc1 | i | 0.56
O=C1CCC([N+](=O)[O-])C(c2cccc(Br)c2)N1 (stereo unspecified) | i | -0.47
NC(=O)c1nsc(C(=O)N(Cc2cccnc2)C(C(=O)NC2CCCCC2)c2ccc(F)cc2)c1N (stereo unspecified) | i | -1.05

Exported with tabs: four of the compounds above
Molecule	KCNQ2 inh	Kir21 inh
O=c1c2ccccc2c(/C=N/n2cnnc2)c(O)n1-c1ccccc1	i	-0.94
CCCOC(=O)c1ccc(NC(=O)c2cnccn2)cc1	i	0.56
O=C1CCC([N+](=O)[O-])C(c2cccc(Br)c2)N1 (stereo unspecified)	i	-0.47
NC(=O)c1nsc(C(=O)N(Cc2cccnc2)C(C(=O)NC2CCCCC2)c2ccc(F)cc2)c1N (stereo unspecified)	i	-1.05

Compounds were not picked by outcome. About 1.8% of those tested had a hit in this group.
